From PubChem
ASAP1 inh = blocks human ASAP1-stimulated Arf1 GTP hydrolysis; inhibition, % at 16.5 µM; Q9ULH1; GDP FP detection; AID 624377; 360,000 compounds, 0.19% hits; in the data active = inhibition above about 25%;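 note: 0% = vehicle with enzyme and substrate and 100% = no enzyme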
UHRF1 binding = human UHRF1 methylated DNA binding inhibitors; Q96T88; UHRF1 binding to methylated oligo, TR-FRET; inhibition, % at 4.4 µM; 370,000 compounds, 0.75% hits; in the data active = inhibition above about 21%;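 note: UHRF1 SRA domain binding a hemimethylated CpG hairpin DNA probe; 0% = median of test compound wells and 100% = reference inhibitor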
sPLA2-III inh = Blocks human group III sPLA2 activity; Q9NZ20; QFRET BODIPY PC-A2 liposome hydrolysis, fluorescence; inhibition, % at 12.2 µM; 370,000 compounds, 0.56% hits; AID 743126;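 active = inhibition above mean plus 3 SD of compounds lying within the high and low control bounds, cut at about 19% in these data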;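 note: 0% = median of test compound wells and 100% = no enzyme DMSO wells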
Target sequence (Q9NZ20 whole entry, looked up): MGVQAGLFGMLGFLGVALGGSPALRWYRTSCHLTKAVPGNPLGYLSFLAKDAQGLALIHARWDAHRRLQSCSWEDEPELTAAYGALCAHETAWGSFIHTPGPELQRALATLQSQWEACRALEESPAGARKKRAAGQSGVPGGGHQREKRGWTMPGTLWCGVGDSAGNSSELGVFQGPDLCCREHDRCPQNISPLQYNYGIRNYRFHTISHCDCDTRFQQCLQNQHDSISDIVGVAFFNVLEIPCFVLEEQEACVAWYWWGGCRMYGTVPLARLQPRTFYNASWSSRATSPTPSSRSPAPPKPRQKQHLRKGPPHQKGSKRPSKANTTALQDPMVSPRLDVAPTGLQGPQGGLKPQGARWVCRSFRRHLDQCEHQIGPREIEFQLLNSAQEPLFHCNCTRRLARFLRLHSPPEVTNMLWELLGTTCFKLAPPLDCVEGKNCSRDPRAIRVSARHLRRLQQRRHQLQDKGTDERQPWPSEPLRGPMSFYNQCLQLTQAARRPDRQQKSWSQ
ARFGAP1 inh = inhibitors of rat ARFGAP1. AID 651572. inhibition, % at 16.5 µM. 360,000 compounds, 0.26% hits. Arfgap1-stimulated ARF1 GTP hydrolysis, GDP FP detection;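 active = inhibition above a per-plate limit, mean inhibition of low control wells plus 3 SD, cut at about 25% in these data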;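 note: 0% = DMSO wells with enzyme and 100% = wells lacking Arfgap1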
Target sequence (Q62848 1-136 limits assumed): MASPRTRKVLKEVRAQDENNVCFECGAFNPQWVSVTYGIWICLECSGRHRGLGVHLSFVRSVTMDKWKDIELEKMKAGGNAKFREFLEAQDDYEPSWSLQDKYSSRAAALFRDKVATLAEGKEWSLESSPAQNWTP
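System: truncated rat Arfgap1 GAP domain / Medium: HEPES-based buffer, pH 7.5 / Also added: N-terminally truncated human ARF1-GTP substrate / Incubation: enzyme reaction 120 min at 25 °C after 20 min preincubation / Measured by: FP of antibody-bound GDP Alexa 633 tracer, ex 620/em 688 nm / Replicates: singlicate, each compound tested once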
PLCb3 inh = blocks human PLC-beta3 enzyme activity; 370,000 compounds, 0.18% hits; Q01970; inhibition, % at 12.2 µM; Purified PLC-beta3, fluorogenic substrate, fluorescence; in the data active = inhibition above about 11%;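 note: 0% = median of compound wells on plate and 100% = full blocker control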
PLCg1 inh = PLC-gamma1 (human) inhibition, primary screen | purified PLC-gamma1, fluorogenic substrate, fluorescence | inhibition, % at 12.2 µM | 370,000 compounds, 0.84% hits | P19174; in the data active = inhibition above about 9.5%
KLK7 zymogen act = activators of human kallikrein-7 zymogen; purified proKLK7, EDANS-DABCYL substrate fluorescence; 100% is mature enzyme control, 0% vehicle; activation, % at 7 µM; 370,000 compounds, 0.9% hits;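 active = activation above the mean of all tested compounds plus 3 SD, computed per campaign excluding outliers beyond control limits, cut at about 13% in these data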
Target sequence (P49862 whole entry, looked up): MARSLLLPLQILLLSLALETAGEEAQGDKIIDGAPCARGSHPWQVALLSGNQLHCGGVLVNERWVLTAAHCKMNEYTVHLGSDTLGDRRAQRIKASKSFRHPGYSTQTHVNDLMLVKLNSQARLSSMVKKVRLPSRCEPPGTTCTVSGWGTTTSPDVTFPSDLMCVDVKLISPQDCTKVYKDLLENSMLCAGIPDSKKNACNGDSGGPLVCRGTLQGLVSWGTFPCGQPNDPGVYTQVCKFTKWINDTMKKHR
Rev-erbA mod = modulates human Rev-erb alpha binding to DNA; P20393; Rev-erbα–FITC-DNA binding, fluorescence polarization, 90 min; activity, % at 10 µM; 370,000 compounds, 0.79% hits; AID 1259318;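 active = activity above about 14%, limit read from the data; passing the limit was not always enough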;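 note: 0% = DMSO wells with 35 nM protein and 100% = DMSO wells with 750 nM protein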
DDE Tn7 FP inh = inhibitors of Tn7 peptide binding to human fibrin DD(E). inhibition, % at 8.3 µM. 370,000 compounds, 0.13% hits. FP displacement of FITC-Tn7 peptide from fibrin DD(E); 0% = median of compound wells per plate. P02675;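 active = inhibition above the mean of compounds falling within the control limits plus 3 SD of them, cut at about 14% in these data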;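 note: 0% = plate median of compound wells and 100% = 10 µM Aha-Tn7 peptide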
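Assay system: human fibrin DD(E) protein / Input: 2 µM fibrin DD(E) / Benchmarks: high control of 10 µM Aha-Tn7 peptide / Measured by: fluorescence polarization of the labelled Tn7 tracer / Medium: Tris buffer with calcium and detergent, pH 7.8 / Timing: 10 min compound pre-incubation, 3 h probe incubation at room temperature / Repeats: one replicate per compound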
Tn6 DDE FP = disrupts Tn6 cyclic peptide binding to fibrin D-Dimer-E complex; Fibrin DD(E) TRITC-Tn6 fluorescence polarization displacement; P02675; inhibition, % at 8.3 µM; 370,000 compounds, 0.21% hits; AID 720509;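 active = inhibition above a per-campaign cutoff: mean of compounds within control limits plus 3 SD, cut at about 15% in these data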;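 note: 0% = median of all compound wells on the plate and 100% = blocking peptide control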
* marks the source's active call; other numbers are inactive results; / = not tested or not shown.

The first 3 records as a preview:
SMILES	ASAP1 inh	UHRF1 binding	sPLA2-III inh	ARFGAP1 inh	PLCb3 inh	PLCg1 inh	KLK7 zymogen act	Rev-erbA mod	DDE Tn7 FP inh	Tn6 DDE FP
CCCCn1nc(NC(=O)CC(C)C)c2cc3cc(OC)ccc3nc21	5	6	6	-6	-57	-39	-1.0	0	6	6
Cc1ccn(CCC(=O)Nc2ccc(-c3ccno3)cc2)n1	2	-1	-4	-10	-12	0	-0.2	8	4	2
O=C(NCCCO)NC12CC3CC(CC(C3)C1)C2	0	-1	0	2	2	0	1.1	3	2	-5

All compounds of this part, from the start:
SMILES	ASAP1 inh	UHRF1 binding	sPLA2-III inh	ARFGAP1 inh	PLCb3 inh	PLCg1 inh	KLK7 zymogen act	Rev-erbA mod	DDE Tn7 FP inh	Tn6 DDE FP
CCCCn1nc(NC(=O)CC(C)C)c2cc3cc(OC)ccc3nc21	5	6	6	-6	-57	-39	-1.0	0	6	6
Cc1ccn(CCC(=O)Nc2ccc(-c3ccno3)cc2)n1	2	-1	-4	-10	-12	0	-0.2	8	4	2
O=C(NCCCO)NC12CC3CC(CC(C3)C1)C2	0	-1	0	2	2	0	1.1	3	2	-5
C/C(=N\OCC(=O)Nn1c(=O)[nH]c2ccccc2c1=O)c1ccccc1	-7	4	8	-2	-4	-3	-2.4	-1	-1	2
CCOCCCNC(=O)/C(C#N)=C/c1cc(OC)c(O)c([N+](=O)[O-])c1	11	-9	8	-4	8	13*	0.0	4	-1	-10
O=C(CSc1nnc(-c2ccccn2)n1Cc1ccco1)c1ccc(Cl)cc1	11	0	-64	1	0	0	-0.1	4	-6	-1
O=C(NCCN1CCOCC1)Nc1ccc(F)cc1	10	-1	0	2	-1	0	-0.3	/	1	2
Cc1occc1C(=O)Nc1nccs1	11	-1	10	12	7	-1	0.1	-1	-9	-6
COc1cnc(-c2ccccn2)nc1Oc1cccc(Cl)c1	-8	1	7	8	2	4	-0.3	-2	-2	-5
Nc1nonc1-n1nnc(C(=O)N/N=C/c2cccc(F)c2)c1CN1CCCC1	10	-2	3	6	2	-1	-0.5	2	0	1
Cc1cc(NC(=O)CSc2c[nH]c3ccccc23)no1	3	-1	-12	-11	-6	1	0.2	5	-2	0
C[C@@H]1CN([C@@H](C)CO)C(=O)c2cccc(NC(=O)Nc3ccc(F)cc3)c2O[C@@H]1CN(C)Cc1ccc(Oc2ccccc2)cc1	4	13	-31	10	0	2	0.9	2	5	1
CN(CC(=O)Nc1cccc(F)c1)CC(=O)Nc1cccc(S(N)(=O)=O)c1	12	2	1	5	-6	2	-0.5	-5	1	-1
CCC(c1nnnn1Cc1ccc2c(c1)OCO2)N1CCN(CC)CC1 (configuration not stated)	12	4	6	14	0	3	-0.5	6	0	-1
CC(=O)N1CCCN(C(=O)Cn2cnc3ccccc3c2=O)CC1	/	0	2	/	-1	0	-0.1	-2	0	6
O=C(c1ccco1)N1CCN(C(c2coc3ccc(Cl)cc3c2=O)c2nnnn2C2CCCC2)CC1 (configuration not stated)	4	-3	-12	-12	-1	-2	0.6	-5	2	-4
COC(=O)c1cccc(CN2C(=O)C(C)Sc3ccc(C#N)cc32)c1 (configuration not stated)	-8	-1	-2	2	0	1	0.0	-2	-3	-8
CCN(CC)C(=S)Nc1ccc([N+](=O)[O-])cc1	0	2	19	12	3	5	0.6	2	-8	-5
COc1ccc2cc3cc(C(=O)Nc4ccccc4N4CCN(C)CC4)oc3nc2c1	6	0	2	15	2	6	0.3	-2	2	-3
Cc1ccc(CC(=O)Nc2ccc(S(=O)(=O)N3CCOCC3)cc2)cc1	2	-2	-4	16	-6	0	-0.2	-1	-5	-2
O=C(CN1CCCc2ccccc21)Nc1cc(S(=O)(=O)N2CCCC2)ccc1Cl	-18	1	-1	-3	-15	-5	0.6	2	-1	-4
CC1CCCN(C(=O)COC(=O)C2CCN(S(=O)(=O)c3c(Cl)cccc3Cl)CC2)C1 (configuration not stated)	5	-3	-5	-1	-5	0	0.0	3	3	8
c1ccc(-c2csc(=Nc3cccnc3)n2CC2CCCO2)cc1 (configuration not stated)	3	0	-6	6	0	1	0.2	6	-5	-5
COc1ccc(C(=O)N2CCOC2CNC(=O)C(=O)NCc2ccc(C)cc2)cc1 (configuration not stated)	-12	-1	-2	19	-5	-1	0.0	-7	-4	-10
CC(=O)NS(=O)(=O)c1ccc(NC(=O)c2ccc3c(c2)NC(=O)CS3)cc1	0	-1	-7	-6	2	-3	-0.8	0	2	-4
The list goes on:
SMILES	ASAP1 inh	UHRF1 binding	sPLA2-III inh	ARFGAP1 inh	PLCb3 inh	PLCg1 inh	KLK7 zymogen act	Rev-erbA mod	DDE Tn7 FP inh	Tn6 DDE FP
CC(C)N1CCC(C)(C(=O)Nc2cccc(Oc3ccccc3)c2)C1 (configuration not stated)	5	31*	-2	-17	-1	0	-0.6	-1	4	4
CCOC(=O)c1cc(OC(=O)c2ccccc2Br)n(-c2ccccc2)n1	5	7	10	-5	-3	-1	-0.4	3	4	-1
COc1ccc(O[C@@H]2O[C@H](COC(C)=O)[C@@H](OC(C)=O)[C@H](OC(C)=O)[C@H]2NC(C)=O)cc1	-8	0	-2	-4	0	-1	0.2	-5	5	-3
CC1CCN(c2ccc(NC(=O)Cn3c(=O)oc4ccccc43)cc2)CC1	9	-2	-23	-1	-11	3	-0.4	-1	7	-5
Clc1ccc2nc3ccccc3cc2c1	-8	-5	-4	8	-44	-30	-12	2	-4	4
CCc1nnc(NC(=O)c2cccc(OC)c2)s1	-13	-2	8	2	0	2	-1.4	-3	3	7
CC(/C=C1\SC(=S)N(CCC(=O)Nc2ccc(O)cc2)C1=O)=C\c1ccccc1	1	0	19*	22	-6	5	-0.8	1	4	6
O=C(NC1CCSc2ccccc21)c1c(F)cccc1Cl (configuration not stated)	-7	3	9	9	-8	2	-0.2	-2	8	6
O=C(NCCN1CCN(S(=O)(=O)c2ccccc2)CC1)C(=O)Nc1ccc(F)cc1	-5	1	1	3	-1	-1	-0.4	0	3	5
COc1ccc(C(=O)OCCN2CCN(C3CN(Cc4cn(Cc5cccc(F)c5)nn4)S(=O)(=O)C3)CC2)cc1OC (configuration not stated)	/	12	4	/	1	1	0.2	-2	7	-2
O=C(NCc1csc(-c2cccs2)n1)C1CCC1	5	-2	-7	5	-15	-4	0.7	2	4	-2
COCCN1CCN(c2c3c(nc4cc(-c5cccc(F)c5)nn24)CCC3)CC1	-2	0	0	7	-26	-23	0.0	1	2	0
COc1cccc(C(=O)Cn2c(Br)nc3c2c(=O)n(C)c(=O)n3C)c1	0	0	2	28*	-1	0	0.5	-3	4	9
COCCNC(=O)C(c1ccc(C)cc1)N(CCOC)C(=O)CCC(=O)Nc1nccs1 (configuration not stated)	7	1	2	-5	-3	-2	-0.4	-6	5	0
CS(=O)(=O)N1CCC(C(=O)Nc2ccc(Oc3ccccc3)cc2)CC1	-7	1	-14	9	-1	0	0.6	2	2	-3
O=C(O)COCC(=O)N1CCN(C2c3ccccc3-c3ccccc32)CC1	-17	-1	0	1	-4	0	0.1	3	0	-4
Cc1cc(C)cc(NC(=S)NCc2ccc(F)cc2)c1	-8	-1	2	1	1	3	-0.2	3	-5	4
CCN(CC)c1ccc(S(=O)(=O)N2CCOCC2)cc1NC(=O)COC(=O)/C=C/c1ccc(C)o1	-5	1	-3	0	-16	-5	0.7	8	1	-4
Cc1c(CN2CCC(C)CC2)c(=O)n(-c2ccccc2)n1C	10	2	6	7	0	1	0.4	-6	-2	-10
COc1cc(NC(=O)c2cc(-c3ccco3)on2)c(OC)cc1Cl	6	1	2	-8	-1	2	-0.8	0	-2	5
Cc1ccc(S(=O)(=O)Nc2ccccc2C(=O)OC(C)C(=O)Nc2ccc3ccccc3c2)cc1[N+](=O)[O-] (configuration not stated)	11	-5	-66	17	-3	-3	-0.2	-5	-4	-5
COc1ccccc1NC(=O)C(CCS(C)(=O)=O)N1C(=O)c2ccccc2C1=O (configuration not stated)	7	0	0	3	-5	-3	0.8	-5	5	-4
O=C(CN1C(=O)/C(=C/c2ccccc2)SC1=S)NC1CCS(=O)(=O)C1 (configuration not stated)	4	-2	-3	13	-7	1	0.3	1	0	2
CCc1ccc(OCc2ccc(C(=O)NCc3ccccn3)o2)cc1	-2	-2	2	-4	-4	-3	0.6	-8	0	1
COc1ccc(Cc2nnc(N=Nc3c(O)[nH]c4ccc(Br)cc34)[nH]c2=O)cc1	-9	0	1	-4	3	1	0.4	1	1	1
The list goes on.
SMILES	ASAP1 inh	UHRF1 binding	sPLA2-III inh	ARFGAP1 inh	PLCb3 inh	PLCg1 inh	KLK7 zymogen act	Rev-erbA mod	DDE Tn7 FP inh	Tn6 DDE FP
Nc1c(-c2ccccc2)n[nH]c1-c1ccccc1	8	0	4	1	-16	-13	-1.4	-6	4	8
Cc1nnc2sc(SCC(=O)Nc3ccc(Cl)cc3)nn2c1=O	-1	0	-5	-7	-2	0	0.7	0	-3	0
CCN1CCN(CCCNC(=O)c2csc3c2CCCCC3)CC1	-10	-1	3	-17	5	3	0.1	-4	-4	-6
O=C(COc1ccc(F)cc1)Nc1nnc(C2CC2)s1	23	4	9	5	-2	0	0.0	-1	-2	-12
CCC(CC)C(=O)N=C1SC2CS(=O)(=O)CC2N1CCc1ccc(OC)c(OC)c1 (configuration not stated)	-10	2	-4	6	-7	-1	0.4	-2	0	1
Cc1ccc(NC(=O)Cn2cc(C(=O)C3CC3)c3ccccc32)c(C)c1	-10	1	5	-8	-4	5	0.4	-1	-4	0
COc1cccc(CNC(=O)C(C)n2ccc3cc(S(=O)(=O)N4CCCC4)ccc32)c1 (configuration not stated)	-3	0	-17	5	-1	-1	0.3	-5	-1	6
O=C(NCc1cccs1)C1CCCN(S(=O)(=O)c2ccccc2)C1 (configuration not stated)	/	0	4	/	-2	0	-0.5	4	4	3
CC(C(=O)Nc1ccccc1F)N1C(=O)c2ccccc2C1=O (configuration not stated)	6	-3	1	0	1	2	-0.1	6	2	-2
O=C(COc1ccccc1)NCC(c1ccco1)N1CCN(c2ccccc2F)CC1 (configuration not stated)	-5	4	-10	-8	-9	-2	-0.2	-1	0	-13
Cc1ccc(-c2csc(=S)n2CC(=O)OCC(=O)NC(C)C(C)C)cc1 (configuration not stated)	7	-3	-2	4	3	-2	-0.2	-2	2	3
CCCS(=O)(=O)N1CCCC(C(=O)NCCCN2CCN(c3ccccc3F)CC2)C1 (configuration not stated)	0	6	0	-7	1	1	-0.3	-3	4	6
CCc1ccc(NC(=O)c2cc(S(=O)(=O)N3CCCC3)ccc2F)cc1	2	1	-11	13	1	1	0.6	-3	3	-2
COc1ccc(C(=O)NNC(=O)c2ccccn2)cc1	-4	0	5	4	3	0	-0.6	3	0	8
